# Screens deposited in PubChem BioAssay by several laboratories.
# MrgX1 allo act = positive allosteric modulators of MrgX1, primary screen, HEK293 cells, Fluo-4 calcium flux; FDSS; hits give high values; AID 588675, 2011; hit rate 0.63% among 310,000; B-score at 10 µM; Mas-related G-protein coupled receptor member X1 (Homo sapiens), Q96LB2;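 active = plate-corrected calcium response at least 3 library SD above typical, normal starting fluorescence, not activating the receptor alone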;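 note: compound read alongside a low EC10 to EC30 dose of BAM8-22 agonist; peak minus trough fluorescence over baseline measured at the second addition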
# TRPC6 act = mouse TRPC6 channel activators, primary screen, cell-based, HEK293, membrane potential dye; Short transient receptor potential channel 6 (Mus musculus), Q61143; HEK293-TRPC6 membrane potential dye fluorescence; hits give high values; B-score at 10 µM; hit rate 0.13% among 310,000; AID 2550, 2010;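 active = B-score of the integrated fluorescence ratio above library mean plus 3 SD, and starting fluorescence ratio within library mean plus 5 SD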;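 note: higher score means more depolarization so channel activation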
# RGS4 inh = RGS4 inhibitors, primary screen, cell-based, HEK293 M3R inducible RGS4, calcium flux; AID 463165, 2010; Fluo-4 calcium flux; hits give high values; triggered by carbachol at its EC20; Regulator of G-protein signaling 4 (Homo sapiens), P49798; B-score at 10 µM; hit rate 0.45% among 310,000;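 active = B-score, a plate-corrected calcium signal, over three deviations above library mean, with baseline fluorescence within five deviations of library mean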;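 note: RGS4 expression induced by doxycycline in cells with stable M3 receptor; B-score is computed from the integrated fluorescence ratio over baseline after carbachol; higher B-score means a larger calcium signal and so more RGS4 inhibition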
# TRPC4 block = inhibitors of mouse TRPC4 channel, primary screen, Fluo4 calcium, HEK293 TRPC4beta/mu-opioid cells; Short transient receptor potential channel 4 (Mus musculus), Q9QUQ5; DAMGO-evoked Fluo4 calcium flux; hits give low values; B-score at 10 µM; hit rate 0.39% among 300,000;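 active = B-score over 3 SD under the library average, no early fluorescence shift, positive overall ratio signal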
# Target sequence (Q9QUQ5 whole entry, looked up): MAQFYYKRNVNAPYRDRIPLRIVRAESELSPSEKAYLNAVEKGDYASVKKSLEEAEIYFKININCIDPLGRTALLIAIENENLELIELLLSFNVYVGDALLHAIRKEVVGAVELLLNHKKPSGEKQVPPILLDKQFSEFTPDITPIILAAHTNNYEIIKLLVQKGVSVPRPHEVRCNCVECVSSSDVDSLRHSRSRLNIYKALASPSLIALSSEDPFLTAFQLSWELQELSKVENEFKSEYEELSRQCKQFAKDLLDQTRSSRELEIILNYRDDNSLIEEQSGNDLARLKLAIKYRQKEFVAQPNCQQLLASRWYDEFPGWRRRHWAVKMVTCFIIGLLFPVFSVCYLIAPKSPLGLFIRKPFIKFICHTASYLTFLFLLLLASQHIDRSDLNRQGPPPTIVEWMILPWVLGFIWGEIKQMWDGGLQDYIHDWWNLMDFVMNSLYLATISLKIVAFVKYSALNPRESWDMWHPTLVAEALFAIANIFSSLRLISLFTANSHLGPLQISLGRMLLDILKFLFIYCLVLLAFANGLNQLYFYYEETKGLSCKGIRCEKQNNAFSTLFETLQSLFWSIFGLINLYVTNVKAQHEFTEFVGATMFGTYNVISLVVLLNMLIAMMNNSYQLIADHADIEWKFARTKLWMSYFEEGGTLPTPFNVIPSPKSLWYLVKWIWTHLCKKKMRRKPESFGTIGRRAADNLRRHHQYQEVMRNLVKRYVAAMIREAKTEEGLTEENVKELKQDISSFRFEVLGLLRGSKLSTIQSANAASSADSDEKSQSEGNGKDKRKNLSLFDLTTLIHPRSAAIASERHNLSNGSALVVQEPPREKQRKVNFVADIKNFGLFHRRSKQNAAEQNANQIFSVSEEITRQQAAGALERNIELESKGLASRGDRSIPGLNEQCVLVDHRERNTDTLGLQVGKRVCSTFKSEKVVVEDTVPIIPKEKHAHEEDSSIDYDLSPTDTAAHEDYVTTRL
#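 test system = HEK293 cells with stable TRPC4beta plus mu-opioid receptor expression | detection = Fluo4 Ca2+ flux fluorescence | read-out = integrated fluorescence ratio relative to baseline, converted to per-well B score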
# RGS4 pot = RGS4 potentiators or activators, primary screen, cell-based, HEK293 M3R inducible RGS4, calcium flux; carbachol calcium flux Fluo4; hits give low values; B-score at 10 µM; hit rate 0.92% among 310,000;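 active = B-score of the integrated calcium signal more than 4 SD below the library mean, with starting fluorescence not abnormally high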;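 note: negative B-score means reduced calcium response which marks RGS4 activation or potentiation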
#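 System – HEK293 FlpIn-TREx cells, stable M3R, doxycycline-inducible RGS4 · Reagent – ECmax carbachol challenge · Times – compound preincubation 20 min at room temperature before agonist · Technique – Fluo4 fluorescence kinetic imaging of calcium · Measure – B score of integrated Fluo4 ratio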
# HIF act = HIF pathway transcriptional activators, primary screen, cell-based, U2OS HRE-luciferase, luminescence. activation, % at 7.5 µM (by protocol). AID 1910, 2009. U2OS HRE-luciferase reporter; normalized: DMSO 0%, desferrioxamine 100%. hit rate 0.32% among 300,000;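 active = mean activation of at least 10% of the iron chelator positive control signal, with at least half of replicates also reaching 10%; inconclusive = mean and replicate majority disagree about reaching 10%; inactive = mean and most replicates under 10%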
# SKKanGAS inh = S. pyogenes SKKanGAS growth inhibitors in kanamycin, primary screen, streptokinase expression inhibitor project, SKKanGAS strain, BacTiter-Glo luminescence; 6 h; inhibition, % at 7.5 µM; hit rate 1.3% among 300,000;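 active = mean replicate score, as percent of positive control median, at least 50; inconclusive = mean below 50 but one replicate at or above 50; inactive = mean and every replicate below 50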;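 note: strain carries kanamycin resistance gene driven by streptokinase promoter and grows in 40 µg/ml kanamycin; loss of luminescence reflects streptokinase promoter inhibition or plain growth inhibition; 0% = median of DMSO wells and 100% = positive control at its reference dose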
# Platelet DG rel = inhibitors of platelet dense granule secretion, primary screen, cell-based, MLPCN, human platelets | hit rate 0.22% among 300,000 | human platelet-rich plasma, SFLLRN dense granule ATP release, luminescence | inhibition, %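 (compounds screened at 7.5 µM in platelet-rich plasma)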 | AID 1663, 2009;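 active = mean replicate score, as percent of positive control, at or above 50; inconclusive = mean below 50 but at least one replicate at or above 50; inactive = mean and every replicate below 50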
# MrgX1 antag = antagonists of human MrgX1 receptor, primary screen, HEK293 cells, Fluo-4 calcium flux; BAM8-22 antagonism; hits give low values; B-score at 10 µM; hit rate 1.3% among 310,000; AID 588676, 2011;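 active = calcium-response B-score plate-corrected more than 3 library SD below zero, starting fluorescence within 5 deviations, no agonist response on first addition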;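 note: peak minus trough fluorescence over baseline after final BAM8-22 challenge near maximal dose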
# TRPC6 inhibitor = mouse TRPC6 channel inhibitors, primary screen, cell-based, HEK293, membrane potential dye. hit rate 1.1% among 310,000. B-score at 10 µM. ACh-evoked depolarization; hits give low values;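 active = B-score under library mean minus 3 SD, initial fluorescence not abnormally high, positive integrated signal ratio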;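 note: B-score derived from integrated fluorescence ratio over the kinetic read; more negative B-score means stronger inhibition of depolarization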
# MrgX1 agonist = agonists of human MrgX1 receptor, primary screen, HEK293 cells, Fluo-4 calcium flux. Mas-related G-protein coupled receptor member X1 (Homo sapiens), Q96LB2. Fluo-4 calcium fluorescence, agonist mode; hits give high values. hit rate 0.44% among 310,000. AID 588627, 2011. B-score at 10 µM;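 active = calcium response B-score plate-corrected fluorescence ratio at least 3 library SD, with starting fluorescence B-score inside 5 SD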
#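 Test system: HEK293 cells stably expressing human MrgX1 receptor; amount: 15,000 cells per well; doses: compound delivered in addition one of three; times: overnight plating before 1 h dye loading; detection: Fluo-4 NW calcium-flux fluorescence, kinetic read; read-out basis: B-scored fluorescence response ratio; controls: positive and negative controls per plate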
# * hit, by the source's call; i = inactive; ? = inconclusive; . = no result given.
SMILES,MrgX1 allo act,TRPC6 act,RGS4 inh,TRPC4 block,RGS4 pot,HIF act,SKKanGAS inh,Platelet DG rel,MrgX1 antag,TRPC6 inhibitor,MrgX1 agonist
CCn1nnnc1NCc1ccc(OCc2ccc(F)cc2Cl)c(OC)c1,i,i,i,i,i,0.5,-5.9,2.5,i,i,i
COc1ccc(-c2cn3c(C)c(C(=O)NCc4ccc5c(c4)OCO5)sc3n2)cc1,i,i,i,i,i,0.6,-1.8,15.2,i,i,i
Cc1ccc(SCc2nc(-c3ccncc3)no2)cc1,i,i,i,i,i,0.9,-3.8,-13.5,i,i,i
O=C(NC(=S)Nc1ccc(F)cc1)C1CCCCC1,i,i,i,i,i,2.5,1.3,4.6,i,i,i
COCCCNC(=O)CSc1nc2c(sc(=S)n2-c2cc(Cl)ccc2OC)c(=O)[nH]1,i,i,i,i,i,-1.4,9.3,-1.0,i,i,i
COc1ccc(/C=C2\Oc3cc(OC(=O)N4CCOCC4)ccc3C2=O)c(OC)c1,i,i,i,i,i,-1.0,8.2,7.7,i,i,i
O=C(/C=C/c1ccccc1)C1=C(O)C(=O)N(CCO)C1c1cccc([N+](=O)[O-])c1 (stereo not drawn),i,i,i,i,i,3.6,15.7,16.6,i,i,i
C=CCn1cc(/C=N/N2C(=O)C3C4C=CC(C4)C3C2=O)c2ccccc21 (stereo not drawn),i,i,i,i,i,0.4,-11.8,-6.7,i,i,i
CC(=O)Nc1ccc(NC(=O)CSc2nc3ccccc3nc2N2CCC(C)CC2)cc1,i,i,i,i,i,-1.8,10.9,-4.8,i,i,i
Cc1ccc(S(=O)(=O)Nc2ccc3ncccc3c2)cc1,i,i,i,i,i,0.2,.,-8.2,i,i,i
COC/C=C/C1=CC2=CC(=O)C(C)(OC(=O)c3cnc4ccccc4n3)C(=O)C2=CN1CCOC (stereo not drawn),i,i,i,i,i,-3.3,1.7,4.0,i,i,i
COc1ccccc1CNC(=O)c1cn(C)c2ccc(S(=O)(=O)N3CCCC3)cc2c1=O,i,i,i,i,i,-0.8,8.2,-3.4,i,i,i
Nn1c(SCC(=O)N2CCOCC2)nnc1-c1ccco1,i,i,i,i,i,-0.1,4.8,0.6,i,i,i
Cc1ccccc1NS(=O)(=O)c1ccc(OCC(=O)NCc2ccccn2)cc1,i,i,i,i,i,-0.2,-5.3,4.3,i,i,i
Cc1cc(Cl)cc(C)c1OCC(=O)O,i,i,i,i,i,-54.5,13.8,-8.6,i,i,i
NC(=O)c1nsc(C(=O)N(CC(=O)NCc2ccc3c(c2)OCO3)C2CCCC2)c1N,i,i,i,i,i,-0.2,-2.8,-12.0,i,i,i
FC(F)(F)c1nnc2sc(-c3ccccn3)nn12,i,i,i,i,i,0.2,2.3,-1.5,i,i,i
CN1CCN(C(=O)c2ccccc2Nc2ccc(SC(F)F)cc2)CC1,i,i,i,i,i,-0.7,-1.9,-2.7,i,i,i
CC(=O)N/C(=C/c1ccc(OC(F)F)cc1)C(=O)O,i,i,i,i,i,-0.1,-2.9,-3.0,i,i,i
Cc1cc2c(ncn2Cc2ccccc2)c(N)c1C,i,i,i,i,i,-0.1,-1.6,-1.1,i,i,i
CCOC(=O)c1cnc(-n2nc(C)cc2C)nc1-n1nc(C)cc1C,i,i,i,i,i,-0.3,-7.2,-9.4,i,i,i
S=C(NCc1ccccc1)NC1CCCc2ccccc21 (stereo not drawn),i,i,i,i,i,-0.5,14.8,4.9,i,i,i
COc1ccccc1C(=O)NNC(=O)C(=O)NC(C)(C)C,i,i,i,i,i,-0.4,-1.1,1.0,i,i,i
COC(=O)c1sc(C(C)(C)C)cc1CS(=O)(=O)c1ccccn1,i,i,i,i,i,-0.5,-3.4,9.4,i,i,i
CCC(=O)N1CCN(C(=O)CC)C1c1ccccc1,i,i,i,i,i,-0.2,1.8,-0.7,i,i,i
O=C(NCCCNC1CCCCC1)c1ccc(/C=N/O)nc1,i,i,i,i,i,0.2,8.0,-4.7,i,i,i
COCC(C)NCc1ccc(C)cc1C (stereo not drawn),i,i,i,i,i,0.0,-2.7,4.6,i,i,i
Cn1c(N)c(C(=O)CSc2ccccn2)c(=O)n(C)c1=O,i,i,i,i,i,1.5,-1.3,-9.8,i,i,i
Cc1cc(CN(C)C(=O)c2ccc(OC3CCN(Cc4ccccn4)CC3)cc2)on1,i,i,i,i,i,0.1,7.4,-3.9,i,i,i
CC1CCN(C(=S)c2cccc(O)c2)CC1,i,i,i,i,i,.,1.6,12.1,i,i,i
COc1cc(NS(=O)(=O)c2ccc(NS(=O)(=O)c3ccccc3)cc2)nc(OC)n1,i,i,i,i,i,-0.3,0.7,-6.0,i,i,i
COc1ccc(-n2nc(C(=O)NCC(=O)NCc3ccco3)c3ccccc3c2=O)c(OC)c1,i,i,i,i,i,0.2,-1.1,9.7,i,i,i
Cc1ccc(NC(=O)c2cnn(-c3ccccc3)c2C)cc1C,i,i,i,i,i,-5.1,-1.0,8.7,i,i,i
CCc1ccc(N(CC(=O)O)S(=O)(=O)c2c(C)noc2C)cc1,i,i,i,i,i,-0.4,2.3,6.4,i,i,i
CCN(CCCNS(=O)(=O)c1cc(-c2cc(C)no2)ccc1C)Cc1ccccc1,i,i,i,i,i,-0.1,2.8,-5.5,i,i,i
Cc1cc(C)n(-c2nc3c(c(=O)[nH]c(=O)n3C)n2Cc2cccc(Br)c2)n1,i,i,i,i,i,0.2,-3.6,-12.1,i,i,i
C#CCOCCOCCOCCNc1nc(N2CCOCC2)nc(N2CCN(C(=O)[C@H]([C@@H](C)CC)n3cc([C@@H](N)Cc4ccc(O)cc4)nn3)CC2)n1,i,i,i,i,i,0.3,2.8,-2.6,i,i,i
CCCC(c1nnnn1C1CCCCC1)N1CCN(c2ncccn2)CC1 (stereo not drawn),i,i,i,i,i,-0.8,2.8,-4.2,i,i,i
N#C/C(=C1\CCCN1)c1ccc2ccccc2n1,i,i,i,i,i,0.0,-3.8,-3.5,i,i,i
COc1ccc(N2CCN(C(=O)c3ccc4c(c3)NC(=O)C(CSCc3cccc(F)c3)N4)CC2)cc1 (stereo not drawn),i,i,i,i,i,0.2,13.0,9.5,i,i,36.3*
c1ccc(-c2nc3ccccc3c3nncn23)cc1,i,i,i,i,i,0.9,-2.4,-5.8,i,i,i
Cc1c(CCO)c(=O)[nH]n1S(=O)(=O)c1cccc(C(F)(F)F)c1,i,i,i,i,i,0.0,-4.3,-13.6,i,i,i
CCS(=O)(=O)N1CCCC(C(=O)NCCc2ccccc2)C1 (stereo not drawn),i,i,i,i,i,-0.3,-1.8,2.7,i,i,i
CC(C)(C)n1nnnc1C(c1cccs1)N1CCCc2ccccc21 (stereo not drawn),i,i,i,i,i,-0.4,0.3,3.3,i,i,i
CC(=O)Nc1cccc(C(=O)OCN2C(=O)c3ccccc3C2=O)c1,i,i,i,i,i,-0.4,-1.4,-12.1,i,i,i
C=CCNC(=S)Nc1ccc(C)c(S(=O)(=O)N2CCCCC2)c1,i,i,i,i,i,1.0,-0.2,-13.9,i,i,i
O=C(COC(=O)/C=C/c1cccs1)NC1CC1,i,i,i,i,i,-0.6,-0.3,-1.1,i,i,i
CC(C)C(=O)Nc1nnc(Cc2ccccc2)s1,i,i,i,i,i,0.2,-5.4,14.2,i,i,i
C(=N\c1nc2ccccc2[nH]1)/c1cccs1,i,i,i,i,i,-0.3,.,?,i,i,29.5*
CC1=NN(C(=O)Cc2ccccc2)C(O)(c2ccccc2)C1 (stereo not drawn),i,i,i,i,i,-0.3,5.8,0.6,i,i,i
O=C(O)c1ccc(/C=N/NC(=O)c2cc(-c3ccc4c5c(cccc35)CC4)n[nH]2)cc1,i,i,i,i,i,0.8,3.4,-0.2,i,i,i
O=C(Nc1ccc(O)c(-c2nc3ccccc3o2)c1)C1(c2ccccc2)CCCC1,i,i,i,i,i,-0.5,9.6,0.7,i,i,i
CN(C)c1ccnc2sc3c(NCC(O)CO)ncnc3c12 (stereo not drawn),i,i,i,i,i,0.5,5.5,7.6,i,i,i
CN(C)N=Nc1ccc(S(=O)(=O)NC(Cc2ccccc2)C(=O)O)cc1 (stereo not drawn),i,i,i,i,i,-1.1,-0.5,-3.0,i,i,i
O=C(Cc1ccc(-n2c(=O)c3ccccc3n(Cc3cccc([N+](=O)[O-])c3)c2=O)cc1)NCC1CCCO1 (stereo not drawn),i,i,i,i,i,-0.2,-3.4,3.6,i,i,i
CCOC(=O)Cn1c(=O)c2c(nc3n2CCCCN3c2ccc(C)cc2)n(C)c1=O,i,i,i,i,i,-0.4,16.2,1.1,i,i,i
Cc1occc1C(=O)N/N=C/c1ccc(Br)s1,i,i,i,i,i,2.6,-10.2,7.7,i,i,i
Cc1nc(-c2ccc(F)cc2)c(CC(=O)N(C)CC(=O)Nc2ccccc2C(F)(F)F)s1,i,i,i,i,i,-0.3,-2.0,-13.1,i,i,i
Cc1cc(C)nc(SCC(=O)Nc2nonc2N)n1,i,i,i,i,i,-0.1,-0.8,2.1,i,i,i
CC(=O)c1sc(NC(=O)CCN2C(=O)c3ccccc3C2=O)nc1C,i,i,i,i,i,-0.6,-2.5,-1.1,i,i,i
